PGK inhibitor = qHTS Assay to Find Inhibitors of Phosphoglycerate Kinase. PGK/GAPDH coupled, Kinase-Glo luminescence, 60 min. Potency, µM (doses to about 57.5 µM), for inactives: at the top dose activity change, negative = inhibition, hits mostly inhibitors. hit rate 0.043% among 380,000. AID 602233, 2012; also: potency is read from the fitted curve at half-maximal effect; % is scaled to controls: 0 for no effect and ±100 for the full control effect; nearly all actives have a fitted effect of over 60% in size
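Luminescent ATP detection (Kinase-Glo Plus) follows a 60-minute room-temperature incubation, with wells lacking PGK as controls. Buffer: 100 mM TEA (pH 7.6), 5 mM MgCl2, 0.01% Tween-20. Coupling enzyme GAPDH (100 nM final) supplies unstable 1,3-BPG in-well.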
PI4K2A block = qHTS for small molecular inhibitors of PI4K2A; Phosphatidylinositol 4-kinase type 2-alpha (Homo sapiens), Q9BTU6; purified PI4K2A, ADP-Glo luminescence, 1 h; hits give low values; activity change, negative = inhibition, % at 76.9 µM; hit rate 0.13% among 420,000; AID 1346378, 2018; in the data active = activity change below about -50%; inconclusive = mostly about -30% to -49%;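 also: -100% = wells without enzyme as full effect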
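Compounds are screened against recombinant PI4K2A using PI as substrate and ATP, the latter dispensed at 300 microM. Reactions run one hour at ambient temperature before ADP-Glo detection; full inhibition defined by wells lacking enzyme.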
ERG-DNA inh = qHTS for Small Molecule Inhibitors of the ERG Ets/DNA interaction. Transcriptional regulator ERG (Homo sapiens), P11308. fluorescence polarization, His-ERG Ets domain / labelled DNA. Potency, µM (series often up to 76.9 µM), for inactives: at the highest dose FP activity, negative = inhibition, actives largely listed as inhibitors. hit rate 0.028% among 370,000; active = well fitted inhibition curve with a large enough effect in the polarisation, with a control signal flat; inconclusive = small, poorly fitted or top-dose-only effect, or effect the other way, or a change in a side signal; inactive = no such curve, though single readings can be large or run the other way; the % refers to the polarisation;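 also: polarization taken with two DNA probes labelled with fluorescein and Texas red; potency is read from the fitted curve at half-maximal effect; % of control where 0% means no effect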
Target sequence (P11308 whole entry, looked up, the tested form may be a part): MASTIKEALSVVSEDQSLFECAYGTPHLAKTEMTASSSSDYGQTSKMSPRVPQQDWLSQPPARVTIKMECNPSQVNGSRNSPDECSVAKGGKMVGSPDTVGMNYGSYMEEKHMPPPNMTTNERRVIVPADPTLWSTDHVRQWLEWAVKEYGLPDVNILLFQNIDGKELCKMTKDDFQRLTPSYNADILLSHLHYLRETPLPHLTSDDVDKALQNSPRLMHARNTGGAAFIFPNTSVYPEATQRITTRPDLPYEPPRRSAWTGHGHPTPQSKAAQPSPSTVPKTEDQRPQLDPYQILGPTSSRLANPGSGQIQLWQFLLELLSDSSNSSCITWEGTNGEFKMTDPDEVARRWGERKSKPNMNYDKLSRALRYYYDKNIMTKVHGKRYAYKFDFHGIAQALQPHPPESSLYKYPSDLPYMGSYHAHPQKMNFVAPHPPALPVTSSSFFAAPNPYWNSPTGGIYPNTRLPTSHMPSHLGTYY
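His-tagged ERG Ets domain (1 uM in the protein solution; 300mM KCl, 50mM Tris-HCl, 1mM EDTA, 1mM DTT, pH 7.5) received compound, then a probe mix of 5 nM fluorescein-DNA and 100nM Texas-615-DNA. Fluorescence polarization was read for both dyes.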
BAZ2B block = qHTS Assay for Inhibitors of BAZ2B; Bromodomain adjacent to zinc finger domain protein 2B (Homo sapiens), Q9UIF8; AlphaScreen BAZ2B-H3K14Ac peptide displacement; Potency, µM (highest dose often 114 µM), inactives show at the highest dose activity change, negative = inhibition, usual class: inhibitors; hit rate 4.4% among 360,000; also: potency is read from the fitted curve at half-maximal effect; % is scaled to controls: 0 for no effect and ±100 for the full control effect; nearly all actives have a fitted effect of over 60% in size
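AlphaScreen displacement of biotin-H3(5-23)K14Ac peptide (50 nM final) from BAZ2B (50 nM final) in PBS pH 7.4, 0.01% Tween-20; complex preformed 30 min RT, then compounds (top 110 uM) 30 min RT, beads 20 min dark.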
G9a block = qHTS Assay for Inhibitors of Histone Lysine Methyltransferase G9a; Histone-lysine N-methyltransferase EHMT2 (Homo sapiens), Q96KQ7; G9a H3K9 monomethylation, AlphaScreen, 2 h; Potency, µM (series often up to 102 µM), for inactives: at the top dose activity, negative = inhibition, hits mostly inhibitors; hit rate 8.8% among 350,000; AID 504332, 2011; also: potency is read from the fitted curve at half-maximal effect; % is scaled to controls: 0 for no effect and ±100 for the full control effect; nearly all actives have a fitted effect of over 75% in size
Target sequence (Q96KQ7 913-1193 limits assumed): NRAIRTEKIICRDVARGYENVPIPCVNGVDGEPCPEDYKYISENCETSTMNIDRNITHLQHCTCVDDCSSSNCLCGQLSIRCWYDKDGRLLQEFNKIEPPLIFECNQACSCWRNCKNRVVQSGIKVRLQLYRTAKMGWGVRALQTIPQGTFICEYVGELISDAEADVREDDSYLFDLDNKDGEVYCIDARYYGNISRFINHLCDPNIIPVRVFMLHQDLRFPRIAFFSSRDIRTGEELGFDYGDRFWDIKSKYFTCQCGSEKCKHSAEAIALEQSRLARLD
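G9a (20 nM) was preincubated 15 min with compound, then reacted 2 h at room temperature with 500 nM biotin-H3K9 peptide and 20 µM SAM. Monomethyl-H3K9 detected by AlphaScreen using anti-H3K9me1 antibody.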
Pin1 inhibitor = qHTS Assay to Find Inhibitors of Pin1 | Peptidyl-prolyl cis-trans isomerase NIMA-interacting 1 (Homo sapiens), Q13526 | Pin1 FP peptide displacement, HiFluor488, 10 min | Potency, µM (titrated, usually from 115 µM), for the others: at the highest dose activity, negative = inhibition, usual class: inhibitors | hit rate 0.009% among 390,000 | AID 504891, 2011; active = well fitted inhibition curve with a large enough effect in the polarisation, with a control signal flat, not every such curve was filed as active; inconclusive = small, poorly fitted or top-dose-only effect, or effect the other way, or a change in a side signal; inactive = no such curve, though single readings can be large or run the other way; the % refers to the polarisation; also: potency is read from the fitted curve at half-maximal effect; % is scaled to controls: 0 for no effect and ±100 for the full control effect
HP1b chromo inh = HTS for Inhibitors of HP1-beta Chromodomain Interactions with Methylated Histone Tails | AID 540317, 2011 | Potency, µM (highest dose often 114 µM), for the others: top-dose activity change, negative = inhibition, usual class: inhibitors | AlphaScreen HP1-beta / biotin-H3K9me3 peptide binding | Chromobox protein homolog 1 (Homo sapiens), P83916 | hit rate 0.56% among 390,000; also: potency is read from the fitted curve at half-maximal effect; nearly all actives have a fitted effect of over 70% in size; inactives centre near 23
Target sequence (P83916 whole entry, looked up): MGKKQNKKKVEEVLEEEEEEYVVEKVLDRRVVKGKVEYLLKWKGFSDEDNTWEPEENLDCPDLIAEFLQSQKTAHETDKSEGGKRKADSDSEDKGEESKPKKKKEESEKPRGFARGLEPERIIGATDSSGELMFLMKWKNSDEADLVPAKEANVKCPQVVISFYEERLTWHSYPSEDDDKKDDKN
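Compound inhibition of the preformed complex between 50 nM HP1-beta and 50 nM biotinylated H3K9me3 peptide was read by AlphaScreen. Buffer was PBS pH 7.4 with 0.01% Tween-20. Incubations ran 30 min at room temperature, with 10 ug/mL donor/acceptor beads.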
JMJD2A Tudor inh = qHTS Assay for Inhibitors of JMJD2A-Tudor Domain; hit rate 4.4% among 390,000; AlphaScreen JMJD2A-Tudor / H3K4me3 peptide binding; Lysine-specific demethylase 4A (Homo sapiens), O75164; Potency, µM (titrated, usually from 114 µM), without a hit: at the top dose activity change, negative = inhibition, usual class: inhibitors; also: potency is read from the fitted curve at half-maximal effect; % is scaled to controls: 0 for no effect and ±100 for the full control effect; nearly all actives have a fitted effect of over 50% in size
GLS inhibitor = qHTS for Inhibitors of Glutaminase (GLS) | Glutaminase kidney isoform, mitochondrial (Homo sapiens), O94925 | Potency, µM (doses to about 45.5 µM), for inactives: top-dose activity change, negative = inhibition, most hits filed as inhibitors | GLS enzymatic activity, qHTS titration | hit rate 0.21% among 410,000; also: potency is read from the fitted curve at half-maximal effect; % is scaled to controls: 0 for no effect and ±100 for the full control effect
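Glutamate formation by hKGA was monitored fluorometrically using coupled glutamate oxidase, HRP and Amplex Red. Substrate was added as 1 mM L-glutamine solution; incubation was 30 min at RT after an initial read.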
* hit, by the source's call; i = inactive; ? = inconclusive; · = not tested or not shown; & = joins results of further samples; ! = not confirmed by another sample; [ ] = dose if it differs, or a comment. Unless noted, calls follow the shape of the dose curve; as a rule, active = well fitted curve in the direction sought with a large enough effect; inconclusive = small, poorly fitted or top-dose-only effect, or another doubt; inactive = no such curve, though single readings can be large; an effect the other way counts as inactive or inconclusive.

SMILES | PGK inhibitor | PI4K2A block | ERG-DNA inh | BAZ2B block | G9a block | Pin1 inhibitor | HP1b chromo inh | JMJD2A Tudor inh | GLS inhibitor
O=C(c1cccc(Cl)c1)c1nn(-c2ccccc2)c(=O)cc1C(F)(F)F | -3% | -1 | -5% | -38% | 15%[0.501 µM] | 1% | 21% | -12% | -7%
O=C(NCCSc1ccccc1)c1cccnc1 | · | 6 | -5% | 6% | ? | -1% | -3% | -10% | 4%
COc1ccc(Nc2ncnc3scc(-c4ccc(OC)cc4)c23)cc1 | 10% | 5 | · | -33% | 3%[59 µM] | 11% | 13% | -22% | 10%
COC(=O)c1ccc(C(=O)OC)c(NC(=O)CN(c2ccccc2)S(=O)(=O)N(C)C)c1 | 7%&0% | 0&1 | -1%&-5% | -15%&-13% | 7% | 6%&20% | 44%&22%[activator] | -18%&-5% | 0%&-15%
Brc1ccc2ncc3ccccc3c2c1 | -4% | 1 | · | · | · | 7% | 38%[activator] | 8% | 11%
CCC(C(=O)N1CCN(c2ccccc2)CC1)n1nc(C)c2sc3ccccc3c2c1=O (stereo unspecified) | -7% | 0 | -7% | 0% | -5%[59 µM] | -1% | 18% | -9% | 2%
COC(=O)c1cn(NC(=O)CC2CCCCC2)c(=O)c2ccccc12 | -2% | -1 | -1% | 4% | -3%[12.7 µM] | 1% | 19% | -15% | 1%
COc1ccc(N2CCN(C(=O)CCC(=O)N3CC(C)Oc4ccc(C)cc43)CC2)cc1 (stereo unspecified) | i | 1 | -9% | 40µM* | 45µM* | 0% | -19% | ? | 32%[activator]
COc1ccc(Cl)cc1N(C(C)C(=O)O)S(C)(=O)=O (stereo unspecified) | i | 3 | -3% | -20% | -29% | 3% | 8% | -8% | 1%
NC(=O)CSc1nnc(-c2cnccn2)n1Cc1ccco1 | -2% | -1 | -7% | -1% | -1% | -7% | 14% | 4% | -1%
O=C(CSc1nc(Nc2ccccc2)nc(N2CCOCC2)n1)Nc1ccc([N+](=O)[O-])cc1 | 6% | 3 | -3% | -37% | 7%[2.33 µM] | -3% | -8% | ? | 6%
COc1ccc(CCNC(=O)CCn2c(SCC#N)nc3ccccc3c2=O)cc1OC | 10% | -8 | -8% | -4% | 6% | 4% | 31%[activator] | 5% | ·
CN(Cc1nc2ccccc2c(=O)[nH]1)C(=O)c1cc(-c2ccc(Br)cc2)nc2ccccc12 | -2% | 8 | 29% | · | · | 6% | 24% | -4% | 0%
CCOc1ccc(C(F)(F)F)cc1NC(=O)c1ccc(OC)c([N+](=O)[O-])c1 | 2% | 0 | · | -2% | -10% | 5% | 12% | -10% | 0%
COc1ccc(/C(C)=N\Nc2nc(-c3ccc(Cl)cc3)cc(C(F)(F)F)n2)cc1OC | 7% | 3 | 0% | -4% | 20%[59 µM] | ? | 32% | -12% | 20%
CCOc1ccc(S(=O)(=O)NCc2ccccc2OC)cc1 | 6% | 1 | 13% | -28% | 16% | 4% | 52%[activator] | -1% | 0%
CCOc1ccc(CN2CCNC(=O)C2CC(=O)NCCCn2ccnc2)cc1 (stereo unspecified) | -2% | -1 | ? | -25% | -36% | -3% | 46%[activator] | -6% | -5%
COc1cccc2sc(=NC(=O)CCS(=O)(=O)c3ccc(C)cc3)n(C)c12 | i | -4 | 12% | -3% | 17%[59 µM] | 1% | 18% | 2% | 14%
CC1=C(CC(=O)O)c2cc(F)ccc2/C1=C\c1ccc(S(C)=O)cc1 (stereo unspecified) | -1% | 1&6&2 | -9% | 0% | 8.4µM*! | 3% | 27% | -32% | 4%&9%
COc1ccc(-n2cnnc2SCC(=O)N(C)C2CCS(=O)(=O)C2)cc1 (stereo unspecified) | i | -3 | -2% | 6% | 5%[59 µM] | 2% | 20% | -5% | -17%
CCN(CC(=O)Nc1cccc(OC)c1)C(=O)c1cccc(S(=O)(=O)N2CCc3ccccc32)c1 | -9% | 4 | 9% | 6% | ? | 42%[activator] | 27% | -12% | -9%
CCOC(=O)c1c(CSC(=N)N)n(C)c2cc(Br)c(OC(C)=O)cc12 | -1% | -5 | -6%[15.4 µM] | -25% | ? | ? | 19% | -31% | -8%
CN(c1ccccc1C(=O)NCC1CCCO1)S(C)(=O)=O (stereo unspecified) | -10% | 5 | 6% | -3% | 7%[59 µM] | -7% | 20% | 0% | 8%
O=C(Nc1ccc(OC(F)(F)F)cc1)c1cccc(-n2cnnn2)c1 | -5% | 0 | 8% | -3% | ? | -3% | 37%[activator] | -5% | -3%
CCCCn1c(-c2ccc(S(=O)(=O)N3CCOCC3)cc2)csc1=Nc1ccccc1 | 6% | -2 | 6% | ? | 5.6µM* | -2% | ? | ? | 3%
O=C(O)c1ccc(O)cc1O | -8% | 0 | 17% | -6% | 2%[0.501 µM] | -6% | 51%[activator] | -8% | 37%[activator]
Cc1cc(C)n(-c2cc(Cl)cc(Cl)c2)c(=O)c1C#N | -5% | 3 | -8% | 9% | 15%[59 µM] | 6% | 21% | -21% | 1%
CCn1c2ccccc2c2cc(NC(=O)CSc3nnc(-c4cccc(OC)c4)n3N)ccc21 | 1% | 0 | 3% | 12% | 7%[59 µM] | 18% | 2% | -6% | -8%
COc1cccc(OC)c1C(=O)N1CCN(S(=O)(=O)c2ccccc2)CC1 | i | -8 | 5% | -6% | 21%[12.7 µM] | -5% | 44%[activator] | -26%[11.4 µM] | -3%
CCOc1ccc(NC(=O)CC2C(=O)N(C)C(=S)N2Cc2ccco2)cc1 (stereo unspecified) | -6% | 6 | 2% | -9% | -18%[59 µM] | -3% | 16% | 1% | 9%

Random excerpt: five compounds from above, in no set order.
SMILES | PGK inhibitor | PI4K2A block | ERG-DNA inh | BAZ2B block | G9a block | Pin1 inhibitor | HP1b chromo inh | JMJD2A Tudor inh | GLS inhibitor
CCOC(=O)c1c(CSC(=N)N)n(C)c2cc(Br)c(OC(C)=O)cc12 | -1% | -5 | -6%[15.4 µM] | -25% | ? | ? | 19% | -31% | -8%
COc1cccc2sc(=NC(=O)CCS(=O)(=O)c3ccc(C)cc3)n(C)c12 | i | -4 | 12% | -3% | 17%[59 µM] | 1% | 18% | 2% | 14%
O=C(O)c1ccc(O)cc1O | -8% | 0 | 17% | -6% | 2%[0.501 µM] | -6% | 51%[activator] | -8% | 37%[activator]
CCCCn1c(-c2ccc(S(=O)(=O)N3CCOCC3)cc2)csc1=Nc1ccccc1 | 6% | -2 | 6% | ? | 5.6µM* | -2% | ? | ? | 3%
CC1=C(CC(=O)O)c2cc(F)ccc2/C1=C\c1ccc(S(C)=O)cc1 (stereo unspecified) | -1% | 1&6&2 | -9% | 0% | 8.4µM*! | 3% | 27% | -32% | 4%&9%

Following part
SMILES | PGK inhibitor | PI4K2A block | ERG-DNA inh | BAZ2B block | G9a block | Pin1 inhibitor | HP1b chromo inh | JMJD2A Tudor inh | GLS inhibitor
CC(=O)c1cn(CC(=O)NCc2ccco2)c2ccccc12 | -4% | -1 | 2% | ? | 10% | -1% | 30% | -25% | 3%
COC(=O)C1=C(C)NC2=C(C(=O)CC(C)(C)C2)C1c1cn(Cc2ccc(Br)cc2)nc1-c1ccccc1 (stereo unspecified) | 1% | -2 | 2% | -25% | ? | 4% | 27% | -4% | 9%
COc1ccc(C(=O)NC(=S)N2CCN(C)CC2)cc1Br | -1% | -2 | 1% | -26% | 45µM* | -9% | 29% | -7% | 13%
CC1C(=O)NN=C1c1ccc([N+](=O)[O-])cc1 (stereo unspecified) | -3% | -4 | · | · | · | 1% | 17% | -16% | 18%
CC(C)(C)c1ccc(Oc2ccc(N)cn2)cc1 | 9% | 2 | -4% | ? | · | ? | 14% | -28% | 10%
CC(C)c1ccc(Nc2ncnc3onc(-c4ccc(F)cc4)c23)cc1 | i | 3 | 1% | 10%[57.1 µM] | 18%[59 µM] | -7% | 63%[activator] | 5% | -1%
Cc1cc(C)nc(N/N=C/c2ccco2)n1 | · | -5 | ? | 9% | 39%[12.7 µM] | -11% | 36% | -7% | 0%
CCOC(=O)c1ccccc1NC(=O)c1cc2sccc2n1C | -6% | 0 | -2% | 9% | ? | 2% | 39% | -15% | 2%
CCc1ccc(OCCOC(=O)Nc2ccccc2)cc1 | -8% | -4 | -2% | -2% | 22% | -9% | 21% | 0% | 5%
Cc1cc(C)n2nc(SCC(=O)N(C)Cc3ccccc3)nc2n1 | 5% | 1 | · | -3% | -3%[12.7 µM] | -4% | 35% | -14% | -4%

High-throughput results (PubChem)
